Screening data from PubChem.
GluA2 TARP mod: modulates AMPAR-stargazin complexes; O88602+P19491; HEK293 GluA2+stargazin, membrane potential dye (FDSS), glutamate EC50; hits were called plate by plate, in both directions; calls only at 30 µM; 3.5% of 40,000 active; AID 1259245;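 active means any of four per-well response measures lying three or more SD from its plate-wide compound average, in either direction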
Target sequence (O88602 whole entry, looked up): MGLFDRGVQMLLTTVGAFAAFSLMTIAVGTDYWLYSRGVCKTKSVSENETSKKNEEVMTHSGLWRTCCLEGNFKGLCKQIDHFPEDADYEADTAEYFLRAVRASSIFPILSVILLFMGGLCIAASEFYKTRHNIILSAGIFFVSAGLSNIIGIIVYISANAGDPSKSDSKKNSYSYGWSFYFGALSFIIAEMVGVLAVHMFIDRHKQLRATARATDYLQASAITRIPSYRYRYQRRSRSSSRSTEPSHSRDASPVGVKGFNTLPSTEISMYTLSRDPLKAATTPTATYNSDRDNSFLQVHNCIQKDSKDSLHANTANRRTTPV
Target sequence (P19491 whole entry, looked up): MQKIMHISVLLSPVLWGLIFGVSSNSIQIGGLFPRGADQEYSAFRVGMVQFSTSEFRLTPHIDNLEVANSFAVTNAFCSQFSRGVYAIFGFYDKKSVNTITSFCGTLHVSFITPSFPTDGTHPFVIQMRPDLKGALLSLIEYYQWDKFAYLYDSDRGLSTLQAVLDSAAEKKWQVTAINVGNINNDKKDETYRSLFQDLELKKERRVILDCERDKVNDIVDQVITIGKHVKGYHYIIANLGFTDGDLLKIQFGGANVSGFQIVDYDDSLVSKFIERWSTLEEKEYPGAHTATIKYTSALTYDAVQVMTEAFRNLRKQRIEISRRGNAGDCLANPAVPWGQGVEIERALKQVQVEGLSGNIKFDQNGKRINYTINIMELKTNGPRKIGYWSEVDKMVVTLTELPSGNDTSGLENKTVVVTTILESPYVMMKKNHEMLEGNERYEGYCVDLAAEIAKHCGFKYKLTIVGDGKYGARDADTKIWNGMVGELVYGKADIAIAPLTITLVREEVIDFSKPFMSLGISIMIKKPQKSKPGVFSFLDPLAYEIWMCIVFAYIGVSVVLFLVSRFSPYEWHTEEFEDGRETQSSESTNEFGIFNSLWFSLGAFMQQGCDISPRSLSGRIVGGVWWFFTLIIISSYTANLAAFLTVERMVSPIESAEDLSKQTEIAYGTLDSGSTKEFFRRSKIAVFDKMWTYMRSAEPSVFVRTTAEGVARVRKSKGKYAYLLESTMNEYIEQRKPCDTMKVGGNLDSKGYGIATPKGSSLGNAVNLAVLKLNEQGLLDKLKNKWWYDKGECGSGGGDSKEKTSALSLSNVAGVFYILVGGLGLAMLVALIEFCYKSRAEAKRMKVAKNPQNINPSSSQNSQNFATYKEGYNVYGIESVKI
GluA2 TARP mod agonism max-min: further read-out of GluA2 TARP mod, marked with its call; compound max-min signal; compound-alone response (agonism);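 unitless range of fluorescence divided by baseline over first 100 seconds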
GluA2 TARP mod glutamate slope: also measured in GluA2 TARP mod; calls as there; glutamate slope, % of max; measured here: glutamate response slope, % max;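 scaled per plate between vehicle wells and maximal 1 mM glutamate control wells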
The depositor's hits bear a star; i = inactive; + = active, no number; & = joins results of further samples. An excerpt, so the mix of outcomes need not match the whole.

Molecule,GluA2 TARP mod,GluA2 TARP mod agonism max-min,GluA2 TARP mod glutamate slope
CCCCNC(=O)C(=O)Nc1c2c(nn1C(C)(C)C)CS(=O)(=O)C2,i,0.084,92.5
O=c1oc2c3c(ccc2cc1-c1ccc(Cl)cc1)OCN(C1CCS(=O)(=O)C1)C3 (stereo not drawn),i,0.0838,44.4
CN1CCN(Cc2ccc(NC(=O)Nc3ccc4c(c3)OCO4)cc2)CC1,i,0.0891,52.9
CS(=O)(=O)N1CCCC(C(=O)Nc2c(C(N)=O)oc3ccccc23)C1 (stereo not drawn),i,0.0841,43.6
COc1cccc(-n2c(C)c(C)n3c4c(=O)n(CC(C)=O)c(=O)n(C)c4nc23)c1,i,0.0607,45.5
O=C(Nc1cccc(C(F)(F)F)c1)c1ccc(S(=O)(=O)NCc2cccs2)o1,+,0.188*,50.8*
CC(C)(C)NC(=O)N1CCC(CNC(=O)C(=O)NCc2cccs2)CC1,i,0.113,59.1
CCOc1ccc2ccccc2c1C(=O)Nc1ccc(N2CCCCS2(=O)=O)cc1,i,0.103,64.9
CCc1nnc(NC(=O)c2nnn(-c3ccccc3)c2C)s1,i,0.0557&0.056,41.9&84.6
COCCNC(=O)Cc1ccc(NC(=O)c2cccc(C(F)(F)F)c2)cc1,i,0.104,62.5
N#Cc1cc2c(nc1SCC(=O)c1ccccc1)CCC2,i,0.133,49.4
Cc1cccc(-c2noc(-c3cn(CC(=O)NC4CCCCC4)c4nc(C)ccc4c3=O)n2)c1,i,0.0244,29.6

(more compounds)
Molecule,GluA2 TARP mod,GluA2 TARP mod agonism max-min,GluA2 TARP mod glutamate slope
CCN(CC)c1nc2c(c(=O)[nH]c(=O)n2C)n1CC(O)COc1ccc(C)c(C)c1 (stereo not drawn),i,0.0614,61.7
CCCC(=O)N1CCN(c2ccc(Nc3cc(C)ccn3)nn2)CC1,+,0.194*,43.2*
O=C(NCC1CCN(Cc2ccsc2)CC1)C(=O)Nc1ccon1,i,0.08,57.1
CCc1nnc(NC(=O)c2ccc3[nH]c(C)cc(=O)c3c2)s1,i,0.215,56.3
O=C(C1CCCC1)N1CCc2ccc(NS(=O)(=O)c3cccc(Cl)c3)cc21,i,0.067,67.8
CC(=O)Nc1ccc(S(=O)(=O)NCC2CCN(C(=O)Oc3ccccc3)CC2)c(C)c1,i,0.121,55.0
Cc1c(C(=O)N2CCCC2)c(C(F)(F)F)nn1C1CCN(C)CC1,i,0.0937,66.1
CC(C)c1ccc(OCC(=O)Nc2cc(C(=O)N3CCOCC3)cn(C)c2=O)cc1,i,0.0641,65.0
COc1cccc(NC(=O)Cn2c(=O)c(CNc3ccc(C)cc3)cc3ccc(OC)cc32)c1,i,0.0903,47.1
Cn1nnc2c(N3CCN(C(=O)c4ccccc4Cl)CC3)ncnc21,i,0.0768,47.7
CCOc1ccc(OCC(=O)Nc2ccc(-c3nnc(CC)o3)cc2)cc1,i,0.0728,44.2
COC(=O)Cn1c(C)cn2c3c(=O)n(C)c(=O)n(C)c3nc12,i,0.174,68.0

(continued)
Molecule,GluA2 TARP mod,GluA2 TARP mod agonism max-min,GluA2 TARP mod glutamate slope
Cn1cccc1C(O)CNC(=O)NCc1ccccc1 (stereo not drawn),i,0.099,70.6
O=C(NCc1cccs1)NCC(O)c1ccc(C(F)(F)F)cc1 (stereo not drawn),i,0.117,51.6
CC(NC(=O)Cn1cnc(-c2ccccc2)cc1=O)c1ccccc1 (stereo not drawn),i,0.103,47.9
O=C(CN1CCN(c2ccc(F)c(F)c2)C1=O)NCCC(c1ccccc1)c1ccccc1,i,0.0705,45.4
CCOC(=O)C(=O)N1CCN(c2ncnc3c2nnn3C)CC1,i,0.0558,34.0
O=C(Nc1ccc(Br)cc1)c1nc[nH]c1C(=O)Nc1ccc(Cl)cc1,i,0.0761,25.5
NS(=O)(=O)c1ccc(CCNC(=O)c2ccc3c(=O)n(CCC4=CCCCC4)c(=S)[nH]c3c2)cc1,i,0.132,65.8
CCN1CCCc2cc(CCNC(=O)C(=O)NCc3ccc(Cl)cc3)ccc21,i,0.0921,9.0
O=C(CS(=O)(=O)c1ccc(Cl)s1)Nc1ccc(Oc2ccccc2)cc1,i,0.108,42.7
CCOC(=O)N1CCC(NC(=O)c2cc(N3C(=O)CCS3(=O)=O)ccc2Cl)CC1,i,0.143,77.6
CCc1c2c(nc3sc(C(=O)Nc4ccccc4F)c(N)c13)CC(C)(C)CC2=O,i,0.105,42.9
COc1ccc(S(=O)(=O)Nc2nc(C(=O)Nc3ccc(C)c(F)c3)cs2)cc1,i,0.129,33.6

New compounds follow.
Molecule,GluA2 TARP mod,GluA2 TARP mod agonism max-min,GluA2 TARP mod glutamate slope
C/C(Cl)=C\Cn1c(N2CCOCC2)nc2c1c(=O)n(C)c(=O)n2C,i,0.0908,70.7
Cc1ccc(S(=O)(=O)c2ccc(=O)n(CC(=O)N3CCN(c4ccccc4F)CC3)n2)cc1,i,0.0542,55.3
O=C(c1ccc(-n2cccc2)cc1)N1CCN(c2ccccc2O)CC1,i,0.143,60.0
COc1ccc(CCS(=O)(=O)NCC2CCN(c3ncccn3)CC2)cc1,i,0.0885,49.1
CC(=O)c1cccc(NC(=O)c2ccc(CNS(=O)(=O)c3ccc(C(C)(C)C)cc3)cc2)c1,i,0.0786,63.6
CCOc1cc(C)c(Cl)cc1S(=O)(=O)NCC1CCCO1 (stereo not drawn),i,0.0765,37.6
COc1cc(-c2ccc(SCC(=O)c3ccccc3)nn2)cc(OC)c1OC,i,0.0427,64.7
COc1ccc(/C=C/C(=O)c2cc(F)ccc2O)c(OC)c1,i,0.116,60.6
COC(=O)C1=C(C)N(Cc2ccccc2)C(=O)NC1c1ccccc1 (stereo not drawn),i,0.113,44.4
CCSc1nnc2[nH]c(=O)c(C)c(C)n12,i,0.0666,50.0
O=C(c1nnn(-c2ccc(F)cc2)c1-c1ccncc1)N1CCN(c2ccccc2F)CC1,i,0.0162,56.3
COC(=O)c1ccc(CSc2c(C)cnc3c2c(=O)n(C)c(=O)n3C)cc1,i,0.0679,60.4

Gathered by group, the entries above with a furan ring, fused or not (two)
Molecule,GluA2 TARP mod,GluA2 TARP mod agonism max-min,GluA2 TARP mod glutamate slope
CS(=O)(=O)N1CCCC(C(=O)Nc2c(C(N)=O)oc3ccccc23)C1 (stereo not drawn),i,0.0841,43.6
O=C(Nc1cccc(C(F)(F)F)c1)c1ccc(S(=O)(=O)NCc2cccs2)o1,+,0.188*,50.8*

Carrying on:
Fields: GluA2 TARP mod, GluA2 TARP mod agonism max-min, GluA2 TARP mod glutamate slope
O=C(c1ccco1)N1CCN(S(=O)(=O)c2cccc(Cl)c2)CC1
  i, 0.085, 59.1
O=C(c1c(F)cccc1F)N1CCC2(CC1)NC(=O)N(CCc1ccccc1)C2=O
  i, 0.0666, 38.3
CCn1c(COc2ccc(Cl)c3cccnc23)nnc1SCC(N)=O (tested in a mixture with another compound)
  i, 0.0648, 34.2
COc1ccc(/C(O)=C2\C(=O)C(=O)N(CCCN(C)C)C2c2ccccc2)cc1Cl (stereo not drawn)
  i, 0.115, 60.2
CSc1cccc(NC(=O)C(=O)NCC(c2ccc(F)cc2)N2CCOCC2)c1 (stereo not drawn)
  i, 0.0554, 63.7
COc1ccc(S(=O)(=O)CC(=O)N(CCN(C)C)c2nc3c(C)cccc3s2)cc1
  i, 0.0633, 59.6
CC(C)S(=O)(=O)c1ccc(CC(=O)N2CCC(Cn3cccn3)CC2)cc1
  i, 0.112, 95.2
O=C(/C=C/c1cccs1)N1CCC(c2nnc(-c3ccco3)s2)CC1
  i, 0.0862, 59.8
COc1ccc(CNC(=O)CC2CCCCN2S(=O)(=O)c2ccc(F)cc2)cc1 (stereo not drawn)
  i, 0.0337, 68.1
COc1ccccc1N1CCn2c1nc1c2c(=O)n(CCN2CCOCC2)c(=O)n1C
  i, 0.0601, 33.2
CN(C)C(=O)c1cc2c(=O)n3ccccc3nc2n1Cc1ccccc1
  i, 0.103, 70.7
CCOC(=O)c1csc(NC(=O)C2CCCN(S(C)(=O)=O)C2)n1 (stereo not drawn)
  i, 0.0815, 38.1
COc1ccccc1NC(=S)NCc1ccccc1Cl
  i, 0.0525, 35.0
C=CCn1c(=O)c2c(nc3n2CC(C)CN3c2ccc(OC)cc2)n(C)c1=O (stereo not drawn)
  i, 0.112, 56.2
COc1ccc(CN(CC(=O)N2CCc3ccccc32)S(=O)(=O)c2cccnc2)cc1
  i, 0.109, 49.7
CC(C)(C)NC(=O)C(=O)NCc1ccsc1
  i, 0.0236, 32.7
COc1ccc(CNC(=O)Nc2ccc(CC(=O)NCC(F)(F)F)cc2)cc1
  i, 0.0758, 52.7
Cc1ccnc(NC(c2ccsc2)c2ccc3ccc(C)nc3c2O)c1 (stereo not drawn)
  i, 0.0713, 27.5
Cc1ccc(C(=O)Nc2ccc(Oc3ccccc3)cc2)cc1
  i, 0.0981, 59.4
COc1ccc(OC)c(-c2ccc(N3CCN(C(=O)c4cccs4)CC3)nn2)c1
  i, 0.114, 36.2
COc1ccc(N2CC(c3nnc(SCC(=O)Nc4ccc(C)cc4)o3)CC2=O)cc1Cl (stereo not drawn)
  i, 0.0881, 56.2
Cc1ccc(S(=O)(=O)NCc2ccccc2)c(C)c1N(C)S(=O)(=O)c1ccc(Cl)cc1
  i, 0.0988, 57.6
Cc1ccc(NC(=O)c2ccc(=O)n(Cc3ccc(F)cc3)n2)cc1F
  i, 0.0884, 48.1
CC(C)(C)C(=O)N1CCc2ccc(NC(=O)COc3ccccc3)cc21
  i, 0.0268, 19.0
N#Cc1cccc(NC(=O)CSc2ncc(S(=O)(=O)c3cccs3)c(N)n2)c1
  i, 0.153, 69.8
CCCCC(=O)NCCN1CCn2cc(OC)c(=O)cc2C1=O
  i, 0.0932, 65.0
CCc1nnc(NC(=O)c2ccc(-n3cnnn3)cc2)s1
  i, 0.207, 74.3
COc1cc(COCC2CCN(C(=O)c3cccc(C(F)(F)F)c3)CC2)cc(OC)c1
  i, 0.0902, 65.1
O=S(=O)(c1ccccc1)c1nc(-c2ccccc2F)oc1NCc1ccco1
  i, 0.121, 55.1
O=C(Cn1c(=O)n(Cc2ccccc2F)c(=O)c2nscc21)N1CCCC1
  i, 0.0881, 48.4

Arranged by molecular weight (smallest number first): 5 of the compounds above.
Fields: GluA2 TARP mod, GluA2 TARP mod agonism max-min, GluA2 TARP mod glutamate slope
C=CCn1c(=O)c2c(nc3n2CC(C)CN3c2ccc(OC)cc2)n(C)c1=O (stereo not drawn)
  i, 0.112, 56.2
COc1ccc(/C(O)=C2\C(=O)C(=O)N(CCCN(C)C)C2c2ccccc2)cc1Cl (stereo not drawn)
  i, 0.115, 60.2
COc1cc(COCC2CCN(C(=O)c3cccc(C(F)(F)F)c3)CC2)cc(OC)c1
  i, 0.0902, 65.1
COc1ccc(N2CC(c3nnc(SCC(=O)Nc4ccc(C)cc4)o3)CC2=O)cc1Cl (stereo not drawn)
  i, 0.0881, 56.2
Cc1ccc(S(=O)(=O)NCc2ccccc2)c(C)c1N(C)S(=O)(=O)c1ccc(Cl)cc1
  i, 0.0988, 57.6

Additional structures:
Fields: GluA2 TARP mod, GluA2 TARP mod agonism max-min, GluA2 TARP mod glutamate slope
CC(C)Cn1c(-c2ccccc2F)nc2c(c(=O)c3ccccc3n2C)c1=O
  i, 0.107, 32.9
COCc1cnc2c(c1SCC(=O)Nc1ccc(C(F)(F)F)cc1)c(=O)n(C)c(=O)n2C
  i, 0.053, 44.3
COc1ccc(OC)c2[nH]c(=O)c(CCNC(=O)CC3CCCCC3)cc12
  i, 0.0405, 44.9
NC(=O)NC12CC3CC(CC(C3)C1)C2
  i, 0.0572, 51.3
Cc1cc(C)c(S(=O)(=O)NCCCC(=O)O)cc1N(C)S(C)(=O)=O
  i, 0.0545, 51.1
O=C(NCCN1CCOC(c2ccccc2)C1)C12CC3CC(CC(C3)C1)C2 (stereo not drawn)
  i, 0.0336, 42.2
CCc1ccc(NC(=O)CSC2=NS(=O)(=O)c3ccccc3N2CC)cc1
  i, 0.065, 73.0
O=C(Cc1cc(-c2cccs2)on1)Nc1ccc(F)c(F)c1
  i, 0.0877, 50.0
CCN(CC)C(=O)N1CCN(S(=O)(=O)c2ccc(Cl)cc2)CC1
  i, 0.0744, 57.6
CC(C)S(=O)(=O)c1cccc(C(=O)Nc2ccccc2C#N)c1
  i, 0.0458, 59.9
O=C1CC(c2nc3ccccc3n2Cc2ccccc2F)CN1c1ccc(F)cc1 (stereo not drawn)
  i, 0.0947, 69.7
O=C(CCCCn1c(=O)[nH]c2ccccc2c1=O)NC1CCCCCC1
  i, 0.104, 58.4
CCOC(=O)C1CCCN(C(=O)CN2C(=O)c3ccccc3S2(=O)=O)C1 (stereo not drawn)
  i, 0.0685, 44.4
COc1ccc(-c2ccc(=O)n(CCCC(=O)Nc3ccc(C(C)=O)cc3)n2)cc1
  i, 0.0547, 41.6
COc1ccc2cc(-c3csc(NC(=O)c4cc(C)on4)n3)oc2c1
  i, 0.0496, 25.5
O=C(NCC1CCN(c2ncccn2)CC1)NC(c1ccccc1)c1ccccc1
  i, 0.0855, 54.6
O=C(Nc1ccc(N2CCCCC2=O)cc1)c1cc([N+](=O)[O-])ccc1Cl
  i, 0.102, 53.7
O=C(CCSc1ccccc1)N(CCN1CCOCC1)c1nc2c(F)cccc2s1
  i, 0.047, 51.1
